# From PubChem
# USP2a inh = qHTS Assay for Inhibitors of Ubiquitin-specific Protease USP2a Using CHOP2 as the Reporter | USP2 core, Ub-CHOP2 coupled fluorogenic reporter, 485/531 | Potency, µM (series often up to 38.3 µM), for inactives: top-dose activity change, negative = inhibition, hits mostly inhibitors | 330,000 compounds, 0.01% hits;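 further: potency means the concentration at half of the fitted maximal effect; plate controls were DMSO wells for no effect and full inhibition by NEM control for full effect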
#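 Deubiquitinase activity read as fluorescence (485/531 nm) after Ub-CHOP2 cleavage activates the enterokinase reporter on its substrate; USP2 core 10nM, Ub-CHOP2 and substrate 25nM each, 30min compound preincubation then 60min RT; data normalized to NEM, curves fitted.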
# BCR signal inh = qHTS Assay to Find Inhibitors of Chronic Active B-Cell Receptor Signaling. ABC-DLBCL IkBa-CBG/CBR reporter, luminescence ratio, 4 h. Potency, µM (titrated, usually from 46.1 µM), without a hit: top-dose ratio change, negative = lower green/red ratio, hits mostly inhibitors. 340,000 compounds, 0.05% hits; active means well fitted inhibition curve with a large enough effect in the signal ratio, with a control signal flat, not every such curve was filed as active; inconclusive means small, poorly fitted or top-dose-only effect, or effect the other way, or a change in a side signal; the % refers to the signal ratio;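 further: potency means the concentration at half of the fitted maximal effect; plate controls were basal doxycycline-induced cells for no effect and cells given 10 µM MG132 for full effect; MG132 reads +100%, hits lower the ratio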
#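 TMD8 human ABC-DLBCL cells with doxycycline-inducible IκBα–green luciferase fusion and unfused red luciferase, in 0.5% FBS medium; compounds up to 46 uM, 4 h at 37C. Green/red luminescence ratio, filter-overlap corrected, fitted to concentration-response curves.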
# FBPA coupling cs = qHTS Assay for Inhibitors of Fructose-1,6-bisphosphate Aldolase from Giardia Lamblia: Coupling assay counterscreen | activity change, negative = inhibition, % at 58.2 µM, hits read low | AID 2472, 2010 | 290,000 compounds, 0.67% hits | coupling enzyme system counterscreen, AmpLite Red fluorescence; in the data active means activity change below about -30%
#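 First, compound is pin-transferred into glyceraldehyde-3-phosphate coupling-enzyme reagent at 57.5 uM final and held 10 min at RT. Next, substrate, coupling system and AmpLite Red are added. After 20 min RT, fluorescence (525/598 nm) is read.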
# hERG WT inh = qHTS for Inhibitors of KCHN2 3.1: Wildtype qHTS; AID 720551, 2013; activity change, % at 1.84 µM; 340,000 compounds, 0.37% hits; U2OS, BacMam KCNH2, thallium flux FluxOr; stronger effect = lower value; Voltage-gated inwardly rectifying potassium channel KCNH2 (Homo sapiens), Q12809;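 active means maximum activity change below -70%; inconclusive means maximum activity change between -70% and -50%; inactive means maximum activity change above -50%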
#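 U2OS cells transduced with wild-type KCNH2 virus are loaded with FluxOr dye for 45 min, and thallium flux is measured in kinetic reads before and after stimulation buffer. Rate constants are normalized to DMSO controls.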
# Eya2 inh = qHTS Assay for Inhibitors of the Phosphatase Activity of Eya2 | 330,000 compounds, 0.006% hits | Protein phosphatase EYA2 (Homo sapiens), O00167 | recombinant Eya2, OMFP fluorescence dephosphorylation (OMFP is methylfluorescein phosphate) | Potency, µM (series often up to 76.9 µM), inactives show top-dose activity, negative = inhibition, usual class: inhibitors | AID 488837, 2010; further: potency means the concentration at half of the fitted maximal effect
# Target sequence (O00167 whole entry, looked up): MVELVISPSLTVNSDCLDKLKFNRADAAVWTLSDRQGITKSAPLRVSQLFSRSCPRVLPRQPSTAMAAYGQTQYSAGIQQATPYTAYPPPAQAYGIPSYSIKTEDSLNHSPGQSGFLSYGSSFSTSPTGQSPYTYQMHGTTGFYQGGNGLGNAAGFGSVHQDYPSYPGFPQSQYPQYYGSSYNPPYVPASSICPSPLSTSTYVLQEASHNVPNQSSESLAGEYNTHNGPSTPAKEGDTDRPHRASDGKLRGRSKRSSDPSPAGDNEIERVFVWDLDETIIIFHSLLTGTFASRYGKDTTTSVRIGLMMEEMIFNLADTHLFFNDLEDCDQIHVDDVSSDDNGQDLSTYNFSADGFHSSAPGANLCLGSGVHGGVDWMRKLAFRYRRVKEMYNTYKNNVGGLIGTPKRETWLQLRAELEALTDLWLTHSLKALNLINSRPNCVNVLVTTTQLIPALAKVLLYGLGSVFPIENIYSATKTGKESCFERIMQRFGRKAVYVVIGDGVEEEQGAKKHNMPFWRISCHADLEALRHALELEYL
#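 Eya2 (0.2 uM) preincubated 10 min at ambient with compound, then OMFP substrate added at 50 uM; 10 min reaction in 50 mM HEPES pH 7.5, 50 mM NaCl, 5 uM MgCl2, 0.05% BSA, 1 mM DTT. Fluorescence read at Ex 485/Em 525 nm.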
# B2AR arrestin = qHTS assay of beta-arrestin-biased ligands of beta2-adrenergic receptor; beta-arrestin recruitment to beta2AR, cell-based reporter; 330,000 compounds, 0.02% hits; Beta-2 adrenergic receptor (Homo sapiens), P07550; Potency, µM (doses to about 46.1 µM), without a hit: top-dose activation, most hits filed as activators;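 further: potency means the concentration at half of the fitted maximal effect; 0% = DMSO controls and full agonism = EC100 isoproterenol or metaproterenol; nearly all actives have a fitted effect of over 65% in size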
# Giardia kill = Small Molecules that selectively kill Giardia lamblia: qHTS; Giardia lamblia trophozoite viability; activity change, % at 7.66 µM, hits read low; 340,000 compounds, 0.15% hits; AID 540267, 2011; in the data active means activity change below about -80%; inconclusive means between about -30% and that limit;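 further: parasites exposed to compound for two days anaerobically before the ATP read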
#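 Trophozoite viability was measured as ATP-dependent luminescence, read 15-30 min after reagent addition. Before that, parasites at 100 cells/well were exposed to compounds for 48 h, anaerobically, at 37 deg C.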
# uPA generation = qHTS for Inhibitors of Cell Surface uPA Generation; cell surface uPA generation assay, qHTS; Potency, µM (titrated, usually from 38.3 µM), for inactives: at the top dose activity change, negative = inhibition, usual class: inhibitors; 330,000 compounds, 0.31% hits; AID 540303, 2011; active means well fitted inhibition curve with a large enough effect; inconclusive means small, poorly fitted or top-dose-only effect; inactive means no such curve, though single readings can be large or run the other way; tested in mouse RAW 264.7 cells; further: potency means the concentration at half of the fitted maximal effect; nearly all actives have a fitted effect of over 55% in size
# GALK inhibitor = qHTS Assay for Inhibitors of Human Galactokinase (GALK) | Purified GALK, Kinase-Glo residual ATP luminescence | Potency, µM (highest dose often 57.5 µM), without a hit: top-dose activity change, negative = inhibition, most hits filed as inhibitors | 270,000 compounds, 0.007% hits; further: potency means the concentration at half of the fitted maximal effect
# Target sequence (P51570 whole entry, looked up): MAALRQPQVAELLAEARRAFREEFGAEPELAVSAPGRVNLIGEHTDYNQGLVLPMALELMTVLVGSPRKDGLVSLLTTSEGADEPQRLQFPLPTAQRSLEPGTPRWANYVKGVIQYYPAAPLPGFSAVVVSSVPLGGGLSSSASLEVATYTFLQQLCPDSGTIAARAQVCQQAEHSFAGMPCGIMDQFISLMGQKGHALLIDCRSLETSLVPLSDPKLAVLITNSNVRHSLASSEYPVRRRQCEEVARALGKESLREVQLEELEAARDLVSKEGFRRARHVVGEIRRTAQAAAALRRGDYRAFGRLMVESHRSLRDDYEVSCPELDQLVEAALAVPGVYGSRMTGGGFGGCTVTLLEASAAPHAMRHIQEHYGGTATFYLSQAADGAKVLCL
#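 Kinase-Glo Plus luminescence measured ATP left after a 1 h room-temperature reaction. The reaction used 5 nM GALK, 100 uM galactose and 35 uM ATP at pH 8.0 (20 mM HEPES, 5 mM MgCl2, 60 mM NaCl, 1 mM DTT, 0.01% BSA).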
# PKM2 act = qHTS Assay for Activators of Human Muscle isoform 2 Pyruvate Kinase | AID 1631, 2009 | Potency, µM (doses to about 57.5 µM), without a hit: top-dose activation, actives largely listed as activators | purified PKM2, Kinase-Glo ATP luminescence, activation; response scale: 0% is enzyme alone, no compound | 260,000 compounds, 0.34% hits; further: potency means the concentration at half of the fitted maximal effect; nearly all actives have a fitted effect of over 55% in size
#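 Purified hPK-M2 (>95%) run at intermediate activity with 0.1 mM ADP and 0.5 mM PEP in 50 mM imidazole pH 7.2, KCl, MgCl2; 1 h room temperature. ATP formed read by Kinase-Glo luminescence; normalized to uninhibited and no-enzyme controls.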
# KCNH2 3.1 inh = qHTS for Inhibitors of KCHN2 3.1: Mutant qHTS. AID 720553, 2013. Potassium voltage-gated channel subfamily H member 2, brain isoform KCNH2 3.1 (human). U2OS KCNH2 3.1, thallium flux FluxOr; stronger effect = lower value. 340,000 compounds, 0.95% hits. activity change, % (tested at about 1.8 µM);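 active means maximum activity change below -70%; inconclusive means maximum activity change from -70% to -50%; inactive means maximum activity change above -50%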;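 further: thallium influx rate constant from kinetic fluorescence after stimulation buffer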
#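 Measured as rate of thallium-driven FluxOr signal in transduced U2OS cells carrying the 3.1 channel, read kinetically for 2 min upon stimulation; values are rate constants scaled to DMSO control wells.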
# Numbers without * were called inactive; ? = inconclusive; · = no result given; [ ] = another dose, or the depositor's remark. Unless noted, the call rests on the fitted dose curve; in most records, active means well fitted curve in the direction sought with a large enough effect; inconclusive means small, poorly fitted or top-dose-only effect, or another doubt; inactive means no such curve, though single readings can be large; an effect the other way counts as inactive or inconclusive. Unless noted, on the % scale 0 is the no-effect control and ±100 the full control effect.
SMILES,USP2a inh,BCR signal inh,FBPA coupling cs,hERG WT inh,Eya2 inh,B2AR arrestin,Giardia kill,uPA generation,GALK inhibitor,PKM2 act,KCNH2 3.1 inh
CCOC(=O)NCN1C(=O)C2C3C=CC(C3)C2C1=O (configuration not stated),1%,8%,2,0,-2%,-0.5%,-2,4%,0%,1%,-11
CC(/C=C/c1ccc(Cl)o1)=C\C(=O)O,4%,9%,3,5,-3%,0.2%,1,0%,4%,0%,22
CC(C)(O)C(=O)NNC(=S)NCc1ccco1,1%,-1%,-1,-3,15%,0.0%,7,1%,-1%,-3%,11
O=C(Cn1nc(-c2ccco2)ccc1=O)Nc1cc(C(F)(F)F)ccc1Cl,2%,-2%,·,8,-3%,0.4%,-4,-3%,0%,·,-2
CCCCn1c(N)c(N(C)C(=O)c2cn(-c3ccccc3)nc2-c2ccccc2)c(=O)[nH]c1=O,1%,-5%,·,2,5%,-0.4%,6,3%,·,·,10
CC(C)(C)c1ccc(OCCNCc2ccccc2)cc1,4%,0%,1,40,0%,0.2%,-8,-2%,-2%,1%,1
Cc1ccccc1N(C(=O)CCC(=O)Nc1ccccn1)C(C(=O)NC(C)C)c1ccc(F)cc1 (configuration not stated),2%,4%,-1,45,12%,0.0%,7,-6%,6%,7%,-13
CC(=O)N(c1nc(/C=C\C(=O)O)cs1)c1ccccc1F,6%,?,7,0,-1%,-0.2%,-3,-3%,-2%,0%,27
CCN1c2ccccc2-c2nc3ccccc3n2C1c1cccnc1 (configuration not stated),-6%,?,-2,4,-14%,-0.4%,-7,-6%,0%,1%,-1
O=C(CCN=C1NS(=O)(=O)c2ccccc21)OCC(=O)c1ccc(F)cc1,4%,13%,·,0,-8%,-0.1%,22,7%,·,·,3
CCc1ccc(CCC(=O)Nc2ccc(C)cc2C)o1,0%,-6%,-1,6,-10%,-0.6%,-12,·,1%,2%,0
CC(=O)c1c(C)[nH]c(C(=O)CSc2nnc(N)s2)c1C,0%,-1%,0,8,-11%,0.5%,15,0%,10%,5%,0
CC1CCCCC12NC(=O)N(CC(=O)c1ccc(Cl)s1)C2=O (configuration not stated),4%,0%,·,9,-1%,0.5%,-8,12%,5%,1%,10
O=C(O)[C@H](Cc1ccccc1)NC(=O)N1CCN(c2cccc(C(F)(F)F)c2)CC1,4%,-20%,2,8,-2%,-0.1%,22,11%,-4%,0%,2
CCN(CC)c1ccc(C=O)c(OC)c1,0%,7%,-6,14,-26%,0.0%,-2,3%,8%,-8%,23
COc1ccc(C(=O)C(OC(=O)c2ccccc2Cl)c2ccccc2)cc1 (configuration not stated),2%,?,3,-3,4%,-0.2%,9,2%,-5%,0%,-14
[O-]/C(=C(\C(=S)NCc1ccco1)[n+]1ccccc1)c1ccccc1Br,0%,1%,-11,4,?,0.2%,-1,4%,-2%,4%,-1
Cc1cc(C)c(OCC(=O)N(C)CC(=O)Nc2ccc(N3CCOCC3)cc2)c(C)c1,6%,1%,·,-6,-7%,-1.0%,22,8%,-1%,-5%,-2
CNc1ccc(/C=C/C(=O)c2ccc(C)cc2)cc1[N+](=O)[O-],6%,5%,0,-4,-2%,-0.5%,-4,-1%,-1%,6%,2
CCOc1cc(CNCCCN2CCOCC2)cc(Br)c1OCc1ccccc1Cl,0%,?,-1,1,-2%,-0.2%,9,-4%,-3%,3%,-25
COc1cccc(NC(=O)C(C)N2C(=O)c3ccccc3C2=O)c1 (configuration not stated),2%,1%,1,24,-8%,-0.1%,0,3%,1%,-1%[11.5 µM],5
N#Cc1cc(-c2cccc(Cl)c2)c[nH]c1=O,0%,0%,1,-10,0%,-0.1%,12,0%,-2%,1%,2
O=C(Nc1ncccc1O)c1ccc(Oc2ccccc2)cc1,0%,?,-5,-13,13%,3.3%,10,·,12%,-13%,-10
CCOc1ccc(/C=N/OC(C)C(=O)NCc2ccc3c(c2)OCO3)cc1 (configuration not stated),-1%,-1%,0,·,1%,0.1%,0,-9%,2%,2%,-10
O=C(O)C1=C[C@H](c2csc3ccccc23)C[C@H](OCc2ccc(CO)cc2)O1,12%,-11%,11,18,7%,-1.0%,3,5%,-1%,0%,2

# Other compounds follow:
SMILES,USP2a inh,BCR signal inh,FBPA coupling cs,hERG WT inh,Eya2 inh,B2AR arrestin,Giardia kill,uPA generation,GALK inhibitor,PKM2 act,KCNH2 3.1 inh
CC1(C)CC(NC(=O)c2ccccc2F)CC(C)(C)N1,0%,?,0,8,10%,-0.4%,-17,0%,-7%,0%,0
O=C1Nc2cc(C(=O)N3CCN(c4ccccc4F)CC3)ccc2NC1CSCc1ccccc1F (configuration not stated),1%,1%,0,·,7%,0.3%,·,·,2%,·,·
CCN(CC)C(=O)CSC(Nc1cccc(F)c1)=C(C#N)C#N,-2%,5%,2,3,12%,0.1%,1,-2%,-2%,2%,8
Cc1cccc(N2CCN(c3ccc4cc(S(=O)(=O)N5CCCCC5)ccc4n3)CC2C)c1 (configuration not stated),-1%,-1%,-5,2,13%,0.3%,4,2%,-1%,0%,28
COC(=O)c1cc(OC)c(OC)cc1NC(=O)Nc1ccc(OC)cc1OC,-1%,-3%,1,-3,-13%,-0.1%,26,·,1%,-1%,-3
CCCn1c(CN2CCN(C(=O)c3ccco3)CC2)nc2c1c(=O)n(C)c(=O)n2C,2%,-2%,2,2,2%,0.1%,6,-3%,2%,1%,-1
O=C(O)c1ccccc1N1C(=O)c2cccc3cccc(c23)C1=O,0%,5%,2,-5,1%,0.9%,-7,0%,-2%,0%,-18
O=C(COC(=O)C1CCN(c2ccc(C(F)(F)F)cn2)CC1)Nc1cc(F)ccc1F,1%,?,·,0,-10%,-0.5%,-16,10%,·,·,-26
Cc1ccc2c(c1)N(CC(=O)NCc1ccco1)C(=O)CO2,4%,0%,3,8,-4%,-0.3%,-4,-1%,0%,1%,13
O=C(COC(=O)Cn1ccc(=O)[nH]c1=O)Nc1ccc(F)cc1,1%,-4%,·,-3,5%,-0.4%,0,-1%,·,·,-3
O=C1N(Cc2cccnc2)C[C@@H]2C[C@@H](c3ccc(-c4ccccc4)cc3)N3CCC[C@@]123,14%,9%,2,-8,6%,0.3%,2,-6%,-1%,-7%,-6
O=C(NC1CC2CCC1C2)C1COc2ccccc2O1 (configuration not stated),-2%,3%,3,-6,-9%,-0.2%,-4,2%,1%,-5%,-2
CN(C)CCCn1c(SCC(=O)Nc2nc(-c3cccc(Br)c3)cs2)nc2ccccc2c1=O,0%,4%,3,?,0%,-0.5%,7,-1%,-3%,-3%,-28
COC(=O)c1ccc(COc2cc([N+](=O)[O-])cc3cccnc23)o1,0%,4%,-3,-13,-3%,-1.7%,-5,13%,2%,-11%,-6
Cc1ccc(C(=O)C(C)OC(=O)Cn2[nH]c(=O)c3ccccc3c2=O)cc1C (configuration not stated),2%,-1%,·,-3,1%,0.4%,27,-12%,-7%,-1%,-26
O=C1CCC(C(=O)N2CCN(c3cnccn3)CC2)CN1CCc1ccc(Cl)cc1 (configuration not stated),1%,1%,0,0,8%,0.0%,39[activator],-8%,-1%,1%,16
COC(=O)c1cccc(Oc2cccc(Cl)n2)c1,-2%,?,9,-9,9%,-0.4%,-8,-9%,6%,-19%,6
Cc1c(C(=O)N2CCCCC2)c(S(=O)(=O)NCc2ccc(Cl)cc2)c(C)n1C,3%,0%,1,-9,-4%,0.3%,-21,1%,-2%,-5%,-3
O=C(NS(=O)(=O)c1ccccc1)c1ccccc1,-1%,?,2,-6,6%,0.0%,4,5%,4%,2%,-7
COc1ccccc1-n1c(=S)sc2c(=O)n(Cc3ccco3)c(SC)nc21,3%,4%,0,-7,5%,-0.8%,5,-18%,0%,25%,-42
C[C@H]1C(=O)N(c2ccccc2)[C@@H]1c1ccccc1,3%,?,·,6,-10%,-0.6%,-5,5%,·,·,-5
CCOC(=O)CSc1nc2ccc(C)cc2cc1C#N,3%,21%,2,13,11%,0.2%,-5,17%,1%,-1%,-1
